TAAR1 antagonist: antagonists of human TAAR1 | inhibition, % at 3 µM | Q96RJ0 | CHO RD-HGA16 TAAR1, Fluo-8 calcium fluorescence, antagonist | actives 1.5% (n = 360,000);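 active means inhibition above a per-plate cutoff, the mean inhibition of test compounds on that plate plus 3 SD, cut at about 49% in these data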;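 further: 0% = DMSO plus EC80 beta-PEA response and 100% = DMSO alone without agonist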
Target sequence (Q96RJ0 whole entry, looked up): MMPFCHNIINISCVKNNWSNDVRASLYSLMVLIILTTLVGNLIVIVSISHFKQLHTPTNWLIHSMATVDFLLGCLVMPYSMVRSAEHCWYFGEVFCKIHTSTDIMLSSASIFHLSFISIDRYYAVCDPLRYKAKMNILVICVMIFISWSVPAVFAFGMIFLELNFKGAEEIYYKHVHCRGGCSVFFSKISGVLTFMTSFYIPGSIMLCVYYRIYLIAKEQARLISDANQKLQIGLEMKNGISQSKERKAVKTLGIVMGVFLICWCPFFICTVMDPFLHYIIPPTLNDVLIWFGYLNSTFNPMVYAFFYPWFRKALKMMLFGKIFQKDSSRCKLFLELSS
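Assay system: CHO-derived RD-HGA16 cells stably expressing human TAAR1 plus Gα16. Timing: 140 s kinetic read after compound, 140 s after agonist. Technique: kinetic Fluo-8 calcium fluorescence measurement. Measure: % inhibition of agonist calcium response.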
CHO-K1 Ca ag: nonselective activator or artifact in parental CHO-K1 cells. Fluo-8 calcium fluorescence; scaled to maximal ATP response, vehicle zero. activation, % at 3 µM. actives 0.48% (n = 360,000). AID 602248; in the data active means activation above about 15%;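 further: untransfected CHO-K1 host cells lacking M1 receptor as counterscreen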
CHRM1 PAM: human CHRM1 positive allosteric modulation; CHO-K1 hM1, Fluo-8 calcium fluorescence, ACh EC20; 0% = ACh EC20, 100% = maximal ACh; actives 0.088% (n = 360,000); activation, % at 3 µM; AID 588819; P11229; in the data active means activation above about 19%, passing the limit was not always enough
Target sequence (P11229 whole entry, looked up): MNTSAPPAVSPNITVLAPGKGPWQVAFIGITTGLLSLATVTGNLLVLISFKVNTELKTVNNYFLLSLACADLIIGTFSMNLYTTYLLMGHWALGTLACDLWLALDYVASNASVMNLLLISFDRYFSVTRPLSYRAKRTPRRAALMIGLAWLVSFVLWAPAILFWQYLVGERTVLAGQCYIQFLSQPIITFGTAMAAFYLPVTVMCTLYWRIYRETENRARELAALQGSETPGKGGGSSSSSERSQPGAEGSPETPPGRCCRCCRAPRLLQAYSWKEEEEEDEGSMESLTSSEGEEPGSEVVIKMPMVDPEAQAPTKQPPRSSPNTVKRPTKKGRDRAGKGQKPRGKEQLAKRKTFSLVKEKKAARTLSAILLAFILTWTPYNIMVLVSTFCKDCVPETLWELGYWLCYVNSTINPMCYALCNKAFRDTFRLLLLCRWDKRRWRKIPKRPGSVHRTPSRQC
CHO parental Ca: signal in parental CHO cells, OX1R antagonist counter-screen | parental CHO-K1, ATP-induced calcium, Fluo-8 fluorescence | inhibition, % at 5.6 µM | actives 0.63% (n = 330,000);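 active means inhibition above that plate's mean sample inhibition plus 3 SD, cut at about 26% in these data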;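 further: 0% = ATP-challenged DMSO wells and 100% = DMSO wells without ATP; some compounds past the cut are filed as inactive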
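Assay system: untransfected parental CHO cell line. Also added: ATP agonist challenge. Dosing: one dose, 5.6 µM nominal. Measured by: Fluo-8 fluorescence. Read-out: % inhibition. Benchmarks: ATP wells versus no-ATP DMSO wells. Repeats: no replicates.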
TAAR1 agonist: agonists of human TAAR1; AID 624467; activation, % at 3 µM; actives 0.99% (n = 360,000); CHO RD-HGA16 TAAR1, Fluo-8 calcium fluorescence; vehicle wells 0%, saturating PEA agonist 100%;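 active means activation above the mean activation of all test compounds in the run plus 3 SD, cut at about 38% in these data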
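test system = CHO RD-HGA16 cells carrying human TAAR1 plus Gα16 | schedule = 17-24 h seeding, 75 min 37 °C dye, 30 min RT | compound dosing = 3 µM single concentration | control set = DMSO and PEA EC100 | replicates = n 1 | signal = Fluo-8 fluorescence, 5 s baseline then 140 s kinetic read | measure = percent activation vs PEA EC100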
CHO-K1 Ca antag: counter-screen for M1 antagonists: effect in parental CHO-K1 cells | ATP-induced calcium, Fluo-8 fluorescence | inhibition, % at 3 µM | actives 0.6% (n = 360,000);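 active means inhibition above a per-plate cutoff, the plate's mean sample inhibition plus 3 SD, cut at about 24% in these data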;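 further: 0% = DMSO plus EC80 ATP and 100% = DMSO alone without ATP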
M1 antag: human CHRM1 antagonism | P11229 | actives 1.3% (n = 360,000) | inhibition, % at 3 µM | CHO-K1 hM1, Fluo-8 calcium fluorescence, ACh EC80 antagonist;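 active means percent inhibition above its own plate's cutoff, namely the mean of that plate's compound wells plus 3 SD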;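 further: peak over basal fluorescence ratio during 140 s after agonist addition; 0% = ACh EC80 plus DMSO and 100% = DMSO alone without agonist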
CHO-K1 Ca PAM: M1 PAM counterscreen hit in parental CHO-K1 cells; ATP EC20, Fluo-8 calcium fluorescence; 0% at ATP EC20, 100% at ATP max; activation, % at 3 µM; actives 0.02% (n = 360,000); AID 602247;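 active means activation above the run cutoff, the mean activation of all test compounds plus 3 SD, cut at about 40% in these data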;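 further: peak over basal fluorescence ratio in a 140 s read after ATP addition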
CHRM1 agonist: agonists of human M1 muscarinic receptor; P11229; CHO-K1 hM1, Fluo-8 calcium fluorescence, agonist mode; 0% DMSO, 100% acetylcholine EC100; activation, % at 3 µM; actives 0.33% (n = 360,000);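 active means activation above the run's mean compound activation plus 3 SD, cut at about 16% in these data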;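 further: peak over basal fluorescence ratio within a 140 s kinetic read after compound addition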
An asterisk follows results filed as active; . = not tested or not shown.

SMILES	TAAR1 antagonist	CHO-K1 Ca ag	CHRM1 PAM	CHO parental Ca	TAAR1 agonist	CHO-K1 Ca antag	M1 antag	CHO-K1 Ca PAM	CHRM1 agonist
C=C(C)CSc1nc2sc3c(c2c(=O)n1C1CCCCC1)CCN(C)C3	-47.6	-0.4	-21.8	-7.0	12.4	-16.2	31.4*	12.2	-6.7
CCOC(=O)c1[nH]c(C)c(CC(C)C)c1C	.	0.5	1.4	2.2	.	-15.5	3.8	21.8	-5.0
Cc1sc2ncnc(NCCN3CCOCC3)c2c1C	14.5	2.7	-4.0	3.8	10.5	6.2	4.5	-5.8	-2.4
CC(C)(C)c1ccccc1OCCCCCNCCO	8.0	2.8	7.2	3.8	24.8	-5.5	-10.3	15.4	-3.9
CCn1c(-c2cccs2)nc2ccccc21	-4.5	0.3	1.2	-16.2	3.1	3.9	-0.1	6.7	-5.0
CCN(CC)CCNCC(=O)N1c2ccccc2CCc2ccc(NC(=O)OC)cc21	-15.1	-0.1	-16.3	-22.2	1.9	-3.8	24.9	-17.1	-10.0
NS(=O)(=O)c1ccc(N/N=C2/CCCc3ccccc32)c([N+](=O)[O-])c1	-10.3	0.2	3.3	-5.2	-3.4	-14.8	-1.8	5.7	-3.3
Cc1cc(N(C(=O)c2ccco2)C(C(=O)NC2CCCCC2)c2ccccc2)ccc1-n1cnnn1 (stereo unspecified)	-20.0	0.4	3.3	-19.6	-1.5	-15.4	-0.6	27.9	-7.7
CC(C)C(=O)Nc1cc(S(=O)(=O)Nc2cccc(Cl)c2)ccc1Cl	-13.8	1.3	6.4	-25.6	2.1	-18.5	-6.9	18.0	-8.2
COCCCN1Cc2cccc(C(=O)O)c2C1=O	-22.8	1.0	7.7	2.5	3.2	-11.3	-3.1	15.1	-1.1
CC(SCc1ccccc1)C(=O)NCc1ccccn1 (stereo unspecified)	2.8	0.5	4.7	.	-1.1	-6.7	-2.7	17.4	-3.5
O=C(NC(Cc1ccc(O)cc1)C(=O)O)/C(=C/c1ccccc1)NC(=O)c1ccccc1 (stereo unspecified)	-27.9	0.1	11.1	-11.7	1.5	-2.6	-14.6	7.1	-2.5
O=C(Nc1cc(=O)c2ccccc2o1)N1CCCCC1	31.5	2.6	4.5	-20.8	13.5	3.4	8.0	15.1	-1.2
CSc1nc(/C=C2\C=Nc3ccccc32)c(O)n1C	-2.1	1.8	-5.3	-1.9	1.0	-14.6	-4.1	13.1	-9.5
CC(=O)N(CCCN(C)C)c1nc2ccc(C)cc2s1	-13.6	0.5	14.0	-14.7	1.2	10.7	-11.0	-9.7	-2.1
O=C(CSc1nnc(Nc2ccccc2F)s1)NCC1CCCO1 (stereo unspecified)	-7.6	1.3	6.9	-13.8	3.2	-6.7	-12.4	4.8	-1.9
COc1cc2c(cc1NC(=O)C(F)(F)F)-c1ccc(NC(=O)C(F)(F)F)cc1C2	-12.0	0.5	-0.9	.	0.8	-7.5	-2.1	-5.1	-2.4
NC(=O)c1nsc(C(=O)N(c2ccccc2)C(C(=O)NCC2CCCO2)c2cccs2)c1N (stereo unspecified)	26.8	4.4	-9.4	-24.6	25.7	-11.8	18.4	0.2	0.2
Cc1cc(Cl)ccc1NC(=O)CN(C)C1=NS(=O)(=O)c2ccccc21	6.6	2.2	-1.2	-6.7	1.1	-12.1	3.0	8.4	-4.5
CCCn1nnnc1SCC(=O)Nc1cccc(NC(=O)c2ccco2)c1	11.9	1.8	7.3	-3.6	7.5	-1.9	-11.6	14.5	1.9

Some values from the entries so far.
In TAAR1 antagonist, NC(=O)c1nsc(C(=O)N(c2ccccc2)C(C(=O)NCC2CCCO2)c2cccs2)c1N (stereo unspecified) has the entry 26.8
In TAAR1 antagonist, CC(SCc1ccccc1)C(=O)NCc1ccccn1 (stereo unspecified) has the entry 2.8
In CHO-K1 Ca PAM, CCCn1nnnc1SCC(=O)Nc1cccc(NC(=O)c2ccco2)c1 has the entry 14.5
In CHO parental Ca, Cc1cc(Cl)ccc1NC(=O)CN(C)C1=NS(=O)(=O)c2ccccc21 has the entry -6.7
In M1 antag, COc1cc2c(cc1NC(=O)C(F)(F)F)-c1ccc(NC(=O)C(F)(F)F)cc1C2 has the entry -2.1

More records follow:
SMILES	TAAR1 antagonist	CHO-K1 Ca ag	CHRM1 PAM	CHO parental Ca	TAAR1 agonist	CHO-K1 Ca antag	M1 antag	CHO-K1 Ca PAM	CHRM1 agonist
O=C(NCC(c1ccco1)N1CCCCC1)c1ccc(NS(=O)(=O)c2ccc(F)cc2)cc1 (stereo unspecified)	-3.2	0.1	-14.8	-10.2	2.1	1.4	14.3	-7.2	-6.2
O=C1C[C@@H](c2ccc(O)cc2)Oc2cc(O)cc(O)c21	-2.4	1.8	5.2	10.3	15.9	-18.4	-9.5	3.3	3.3
O=C(CCn1c(=O)sc2ccccc21)NCc1ccc2c(c1)OCO2	-15.4	0.0	-0.2	0.1	16.6	-8.7	1.9	16.1	-8.3
Cc1ccc(S(=O)(=O)N2[C@@H](c3ccc(Cl)cc3)C(C(=O)O)=CC[C@H]2c2ccc(Cl)cc2)cc1	54.6*	-0.3	4.9	2.2	1.7	-18.2	-4.8	10.0	-7.0
CN(Cc1ccon1)C(=O)C1CCN(C2CCN(CCCc3ccccc3)CC2)CC1	-8.5	0.3	-0.5	.	1.5	-2.8	-3.4	13.3	-5.6
O=C(COC(=O)/C=C/c1ccc([N+](=O)[O-])cc1)NCc1ccccc1	0.7	1.4	3.5	2.9	1.3	-5.8	1.9	-2.7	-5.7
Cc1cc(-c2onc(C)c2C(=O)Oc2ccc(Cl)cc2)no1	-28.7	3.7	4.1	-8.7	0.0	-1.7	-2.0	18.7	-1.5
COc1ccc(OC)c(CNCc2ccc3c(c2)OCO3)c1	-3.3	2.7	10.9	-12.4	1.2	-1.1	-12.9	11.7	-4.8
O=C(CN1C(=O)/C(=C/c2ccccc2)SC1=S)Nc1cccnc1	-5.0	1.7	10.3	-10.0	10.4	-16.8	-13.8	20.4	-5.2
CCC(NC(=O)Nc1nccs1)(C(F)(F)F)C(F)(F)F	-4.0	1.1	1.8	4.7	0.8	7.5	10.2	-6.6	-1.1
C=CCC1(CC=C)CCCN1C(=O)c1cc(COc2cccc(C(F)(F)F)c2)on1	9.5	-0.3	-1.5	.	0.3	-0.6	10.1	-17.7	-0.3
COc1ccc(C(=O)Cn2nnc(-c3ccccc3-n3cnnn3)n2)cc1	1.5	0.0	6.6	-11.7	-0.5	-2.1	-34.2	-7.0	-0.3
CC(C)(C)OC(=O)N1CSC[C@H]1C(=O)NC[C@H](CC(=O)O)c1ccc(Cl)cc1	-4.9	0.1	6.4	-6.2	0.9	-16.6	-18.8	9.9	-1.8
O=C(c1cc(F)c(F)c(F)c1F)N1CCN(C(=O)C2CCCO2)CC1 (stereo unspecified)	-10.3	1.1	6.3	-6.2	0.8	-11.8	-9.4	8.4	-0.9
C/C(=N\NC(=O)c1c[nH]c2ccccc12)c1ccc(C)o1	12.2	0.5	4.8	4.0	3.0	0.2	-8.3	15.8	-2.8
Cc1ccccc1N/C(=C(/C(Cl)=C(Cl)Cl)[N+](=O)[O-])n1nnc2ccccc21	-9.2	0.6	-1.4	-13.7	2.6	-25.2	6.8	-8.3	1.0
O=S1(=O)CCOCCCN1Cc1cccc(C(F)(F)F)c1	-0.9	0.8	7.6	-9.8	-0.2	-23.7	-14.8	8.9	-4.8
O=C(CN1C(=O)c2ccccc2C1=O)NC1CCCCCC1	7.8	0.5	4.7	-8.9	1.4	-12.7	-3.3	-2.3	-1.8
COc1ccccc1NC(=O)C(C/C=C(/C)Cl)C(C)=O (stereo unspecified)	-2.2	-0.3	5.8	-22.3	-0.7	-9.0	-24.3	5.6	-4.2
Cn1cc(CNC(=O)C2CCC(=O)N(Cc3ccc(Cl)cc3)C2)cn1 (stereo unspecified)	8.4	0.3	0.3	-17.0	0.3	-4.0	-1.9	1.2	-2.6
Cc1ccc(C(=O)Nc2ccc(S(=O)(=O)N3CCc4ccccc43)cc2)o1	23.1	5.3	-6.5	-4.5	12.7	-26.4	4.4	8.8	-5.5
CCN(C(=O)COc1cccc2cccnc12)C1CCS(=O)(=O)C1 (stereo unspecified)	-18.2	0.4	9.2	-1.2	2.7	-3.2	-8.3	0.5	-4.4
COc1cc(NC(=O)c2ccc(OC)c([N+](=O)[O-])c2)ccc1NC(=O)c1ccco1	5.8	0.6	17.6	-22.9	3.8	-17.6	-17.3	21.9	2.8
Cn1c(N2CCOCC2)c(/C=N/O)c2ccccc21	4.4	0.5	3.3	-13.9	-1.7	-8.9	-5.3	-1.2	-5.0
O=C(Nn1cnnc1)c1ccc(Br)s1	-17.1	0.9	2.3	2.8	8.3	-19.0	-7.8	24.8	-4.2
COC(=O)c1cc(S(=O)(=O)N2CCCCCC2)cn1C	0.3	2.0	6.0	-12.8	0.8	-19.6	-12.5	4.6	-4.1
COc1ccc(OCc2cc(C(=O)N(C)Cc3cnccn3)no2)c(Cl)c1	-24.4	2.6	5.6	-5.8	0.8	-12.8	-4.8	9.9	-4.3
O=C(NCc1cccnc1)Nc1ccc(Br)cc1	5.3	2.9	8.0	10.6	13.7	11.1	-4.5	-9.2	2.8
O=C(c1cc(-c2ccc(Cl)cc2)on1)N1CCCCCC1	8.8	1.3	-0.6	-4.5	-2.2	-12.8	1.1	14.8	-4.8
CCOC(=O)CSc1nc2ccc(N)cc2s1	4.1	0.0	9.2	-13.1	13.0	-4.3	-11.4	8.2	-0.9

Next part; the last 2 above are carried over.
SMILES	TAAR1 antagonist	CHO-K1 Ca ag	CHRM1 PAM	CHO parental Ca	TAAR1 agonist	CHO-K1 Ca antag	M1 antag	CHO-K1 Ca PAM	CHRM1 agonist
O=C(c1cc(-c2ccc(Cl)cc2)on1)N1CCCCCC1	8.8	1.3	-0.6	-4.5	-2.2	-12.8	1.1	14.8	-4.8
CCOC(=O)CSc1nc2ccc(N)cc2s1	4.1	0.0	9.2	-13.1	13.0	-4.3	-11.4	8.2	-0.9
COc1cccc(NS(=O)(=O)c2ccc(Br)s2)c1	-2.1	0.4	1.1	-2.9	8.7	-9.2	6.2	6.0	-3.6
Cc1cc([N+](=O)[O-])cc2c1NCC1CC=CC21 (stereo unspecified)	-11.6	-0.6	5.2	-5.0	1.0	-2.3	-4.0	12.8	-11.7
CCCNC(=O)c1ccccc1NC(=O)Nc1ccccc1C	-7.0	0.2	-1.4	-1.7	7.2	18.0	1.9	-8.6	-2.6
CC(=O)c1ccc(S(=O)(=O)NC2CC(=O)N(c3ccc(C)c(C)c3)C2)cc1 (stereo unspecified)	-2.6	5.0	2.3	-27.4	3.5	-3.1	-6.0	4.5	6.4
CCCn1ncc(CN2CCC(Cc3cccc(F)c3)(C(=O)OCC)CC2)c1C	14.6	1.7	-9.6	-14.9	5.8	-8.9	-1.8	21.9	-14.1
COc1ccccc1CNC(=O)C1(C)Oc2cccnc2NC1=O (stereo unspecified)	-22.8	0.7	-1.4	-2.1	1.0	-1.1	6.5	-12.7	-7.3
O=C(NNC(=O)c1cc(-c2ccccc2)nc2ccccc12)c1csc(N2CCOCC2)n1	36.8	6.0	-8.1	-18.5	14.2	3.4	17.0	-1.7	0.0

High-throughput results (PubChem)
